Assay outcomes deposited in PubChem by Broad Institute.
Cneo AK release – Cryptococcus neoformans lysis via adenylate kinase release; lysis activity, % at 15 µM; 0.2% of 360,000 active; C. neoformans lysis, adenylate kinase release luminescence, 4 h; normalised: neutral wells 0, clomiphene wells 100;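 active = mean lysis activity across replicates of at least 80%, whatever share of replicates individually reach that level; inactive = mean lysis activity below 80%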
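Assay system: Cryptococcus neoformans yeast cells / Dosing: single-point compound dose / Timing: 4 h at 37 °C static, read 1 h later / Measured by: luminescence of released adenylate kinase using an AK detection reagent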
CFTR F508del cor – correctors of CFTR F508del function in bronchial epithelial cells | CFBE cells, YFP halide quenching; stimulated with forskolin plus potentiator P3; % fluorescence drop versus neutral controls | activity (quench increase), % at 7.58 µM | 0.36% of 350,000 active | AID 720511;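 active = mean added fluorescence quench of at least 8% versus neutral control, with both replicates also reaching 8%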;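 note: cells transiently co-express mutant CFTR-F508del with the halide-sensitive YFP; corrector assay measuring rescue of mutant channel to the surface after 24 h compound exposure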
PglD inh – PglD (C. jejuni) enzyme inhibition; inhibition, % at 12.5 µM; AID 602405; purified PglD enzyme, DTNB colorimetric CoA detection; 0.098% of 360,000 active; in the data active = inhibition above about 16%, passing the limit was not always enough; note: strong numbers were not always called active
FN deposit inh – fibronectin deposition inhibition; 0.086% of 350,000 active; inhibition, % at 12.6 µM; AH1F fibroblasts, Alexa488-fibronectin deposition fluorescence, overnight;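 active = mean inhibition across replicates of 30% or more, regardless of how many single replicates reach that level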;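 note: positive control wells lacked labelled fibronectin entirely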
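Measured by – fluorescence 485/525 nm · System – AH1F fibroblast monolayer, labelled fibronectin deposition · Amount – 10000 cells per well · Buffer or medium – serum-reduced DMEM (2% serum) · Doses – single dose, pinned · Also added – fluorescent fibronectin at 24 nM final · Schedule – 1 h cell attachment, overnight exposure to compound and label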
C2C12 statin – suppression of simvastatin myotoxicity. C2C12 myotubes + simvastatin, ATP luminescence, 48 h; scaled: DMSO 0, geranylgeraniol control 100. rescue of ATP level, % at 7.49 µM. 0.78% of 330,000 active. AID 602340;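 active = mean ATP rescue above about 67%, or every replicate alone reaching that limit, limit read from the data, passing the limit was not always enough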;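 note: myotubes were challenged with 10 µM simvastatin during compound exposure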
PGC1a acetyl inh – lowers PGC1a acetylation signal in U2OS cells. 0.17% of 350,000 active. inhibition, % at 15.6 µM. AID 651687. AlphaScreen anti-acetyl-lysine; with virally co-expressed GCN5 acetyltransferase;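 active = every replicate shows inhibition of at least 40%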;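 note: 0% = neutral control wells and 100% = positive control wells; some results beyond the cut were filed as inactive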
GSIS activator – GLuc luminescence reporter in INS-1E cells, primary screen for activators of glucose-dependent secretion of insulin | AID 743287 | 0.61% of 370,000 active | activation, % at 16.6 µM | INS-1E GLuc reporter insulin secretion, 2-3 h;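 active = lowest replicate activation of at least 40%, so every replicate reaches that level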;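 note: 0% = median of neutral control wells and 100% = median of IBMX positive control wells; some compounds called inactive have numbers as strong as hits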
miR122 inh – blocks miR-122 activity in Huh7 sensor cells | 0.3% of 340,000 active | Huh7 miR-122 Renilla luciferase sensor, 48 h; neutral wells = 0, positive control = 100 | activation (reporter increase), % at 12.5 µM | AID 602342;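 active = mean replicate activation score at least 90 and every replicate individually at or above 90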;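 note: higher luciferase means less miR-122 activity so hits act as miR-122 inhibitors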
Starred values were filed as active, the others as inactive; . = no result given; [ ] = another dose, or the depositor's remark.

smiles | Cneo AK release | CFTR F508del cor | PglD inh | FN deposit inh | C2C12 statin | PGC1a acetyl inh | GSIS activator | miR122 inh
Cc1noc(C)c1NC(=O)Nc1ccc2c(c1)C(=O)N([C@@H](C)CO)C[C@H](C)[C@@H](CN(C)Cc1ccc(C(=O)O)cc1)O2 | -1 | -0.9 | 4 | . | 16 | -6 | 11 | 0[16.7 µM]
Cc1ccccc1COC(=O)CCC1=NS(=O)(=O)c2ccccc2N1 | -1 | 0.8 | -4 | 8 | 5 | -13 | -9 | 9
CCc1cc(C(=O)O)c(NC(=O)/C=C/c2ccc(OC)cc2)s1 | -3 | -0.9 | 3 | -5 | . | 14 | 16 | 4
CSCC[C@H](NC(=O)OC(C)(C)C)C(=O)N/N=C/c1cccc2nccnc12 | . | 7.4 | . | 4 | . | -2 | 31 | .
O=C(CN(c1ccccn1)S(=O)(=O)c1ccc(F)cc1)Nc1ccccc1 | -1 | -1.8 | 0 | . | 12 | 5 | 11 | -5
CCCNC(=O)N[C@H]1CC[C@@H](CCn2cc(C3CCCCC3)nn2)O[C@H]1CO | -1 | 0.1 | -2 | -7 | -4 | 1 | -5 | -4[16.7 µM]
c1ccn2c(SCc3ccc4c(c3)OCO4)nnc2c1 | 6 | . | 1 | . | . | -14 | . | 0
O=C(c1cccnc1)N1C[C@H]2[C@@H](c3ccccc31)[C@H](CO)N2C(=O)Nc1cccc(F)c1 | 3 | -0.6 | -4 | . | -11 | -1 | -1 | 0[16.7 µM]
CCN(CC)CCCNC(=O)COc1ccc2oc3c(c2c1)CCCC3 | 2 | -1.1 | 1 | -2 | -1 | 0 | 7 | 3
CCc1ccc(/C=C2\Oc3cc(OC(=O)N4CCOCC4)ccc3C2=O)cc1 | -1 | . | -1 | 2 | . | . | 10 | .
CCCNC(=O)N1C[C@H]2[C@@H](c3ccccc31)[C@H](CO)N2C(=O)NC(C)C | -3 | -5.2 | 3 | . | -5 | -6 | 8 | -10[16.7 µM]
CC(NC(=O)c1ccco1)C(c1cccs1)N1CCN(c2ccccc2)CC1 (stereo not drawn) | 2 | -2.1 | -5 | 0 | 19 | 12 | . | -4
C#CCOCCOCCOCCNc1nc(N2CCN(C(=O)Cn3cc(CCCCN)nn3)CC2)nc(N2CCN(C(=O)[C@H](C(C)C)n3cc(CCO)nn3)CC2)n1 | 9 | 1.6 | 3 | 3 | -11 | 5 | 14 | -4
Cc1ccc(NC(=O)COc2ccc(Br)cc2C)cc1 | 8 | -0.7 | 3 | -9 | . | . | -3 | 21
COc1ccc(NC(=O)N(C)C[C@@H]2OCCCC[C@H](C)Oc3ccc(NC(=O)Nc4ccc5c(c4)OCO5)cc3C(=O)N([C@@H](C)CO)C[C@H]2C)cc1 | 58 | 3.5 | -1 | . | -26 | 2 | 11 | -8[16.7 µM]
C=CCn1c(SCc2ccc(C(=O)NCCO)cc2)nc2ccccc2c1=O | 0 | 0.0 | 9 | 25 | 16 | -12 | 15 | 2
CCOC(=O)c1sc(N2N=C(C)/C(=C\c3ccc(OCC(=O)OC)cc3)C2=O)nc1C | 0 | . | -2 | 3 | . | 4 | -24 | 16
N/C(=N\O)c1ccc(Cl)cc1Cl | 1 | 0.3 | -7 | 3 | -1 | -1 | 14 | 42
CN(C)S(=O)(=O)N1CCN(C(=O)c2ccc3c(c2)OCO3)CC1 | . | 0.1 | . | -1 | 5 | -10 | 11 | 2
Cc1ccc2c(c1)N(CC(=O)NCCCN1CCCCC1)C(=O)c1cccnc1O2 | -2 | -1.9 | -4 | 6 | -12 | 6 | 7 | 4
Cc1ccc(S(=O)(=O)N2CCN(c3ccnc4cc(Cl)ccc34)CC2)cc1 | . | 4.4 | . | -7 | . | 3 | 2 | .
Cc1noc(C)c1S(=O)(=O)Nc1ccc2c(c1)CC(=O)N([C@@H](C)CO)C[C@H](C)[C@H](CN(C)Cc1ccc(Oc3ccccc3)cc1)O2 | 1 | -4.4 | -3 | -5 | 40 | 4 | -25 | -4[16.7 µM]
C[C@H](NC(=O)C[C@@H]1C=C[C@H](NC(=O)CN2CCOCC2)[C@@H](CO)O1)c1ccccc1 | 91* | -1.0 | 1 | 2 | 10 | -1 | 8 | .
CCCC(=O)Nc1ccc2c(c1)OC[C@@H](C)N(C(=O)CN(C)C)C[C@H](C)[C@@H](OC)CN(C)C2=O | -2 | -0.6 | -1 | -14 | 13 | 5 | 6 | .

Entries listed so far with a COOH group (2):
smiles | Cneo AK release | CFTR F508del cor | PglD inh | FN deposit inh | C2C12 statin | PGC1a acetyl inh | GSIS activator | miR122 inh
Cc1noc(C)c1NC(=O)Nc1ccc2c(c1)C(=O)N([C@@H](C)CO)C[C@H](C)[C@@H](CN(C)Cc1ccc(C(=O)O)cc1)O2 | -1 | -0.9 | 4 | . | 16 | -6 | 11 | 0[16.7 µM]
CCc1cc(C(=O)O)c(NC(=O)/C=C/c2ccc(OC)cc2)s1 | -3 | -0.9 | 3 | -5 | . | 14 | 16 | 4

The list continues.
smiles | Cneo AK release | CFTR F508del cor | PglD inh | FN deposit inh | C2C12 statin | PGC1a acetyl inh | GSIS activator | miR122 inh
COc1ccc(C(=O)CN2CCN(c3ccc(Cl)cc3)CC2)cc1OC | 2 | -18 | 4 | 3 | 6 | -4 | -6 | -25
CC(=O)Nc1ccc(S(=O)(=O)N2CCN(C(=O)c3ccco3)CC2)cc1 | 5 | -0.6 | 4 | 1 | -2 | 7 | 3 | -4
CC1CC(C)(C)NC(=S)N1CCC(=O)Nc1ccc2c(c1)OCCO2 (stereo not drawn) | . | -0.8 | . | -8 | . | 22 | 3 | -3
O=C(C[C@@H]1CC[C@@H]2[C@H](COC[C@H](O)CN2C(=O)c2ccccc2)O1)N1CCc2ccccc2C1 | 4 | -0.1 | -3 | 6 | 32 | 0 | 6 | 6[16.7 µM]
CC(C)CN(C(=O)COC(=O)c1cncc(Br)c1)c1c(N)n(Cc2ccccc2)c(=O)[nH]c1=O | 2 | -1.0 | -4 | . | -10 | -17 | -3 | -4
COc1cc(/C=N/O)cc(Br)c1OS(=O)(=O)c1ccc(C)cc1 | -5 | . | 2 | 4 | . | 3 | . | -4
COc1cccc(S(=O)(=O)Nc2ccc3c(c2)C(=O)N(C)[C@H]2CC[C@H](CC(=O)O)O[C@@H]2CO3)c1 | -2 | 0.4 | 1 | -10 | -19 | 2 | 4 | -17[16.7 µM]
C=C(C)Cn1c(=S)[nH]c2ccccc2c1=O | -1 | . | 0 | 4 | 144* | 10 | . | .
COC(=O)c1[nH]c2ccccc2c1NC(=O)CCN1CCSCC1 | 0 | . | 1 | -3 | -6 | -5 | . | 0
CCc1ccc(NC(=O)NNC(=O)c2cc3ccccc3cc2O)cc1 | -6 | -0.5 | 2 | . | . | . | 18 | .
Cc1ccccc1C1CC(c2ccc(Br)cc2)Nc2nc(N)nn21 (stereo not drawn) | -2 | 1.1 | 3 | -2 | 6 | . | -2 | .
Cc1ccc(Oc2ncccc2/C=N/O)cc1 | 2 | . | -7 | . | 12 | 17 | . | -7
C[C@@H]1CCCCO[C@H](CN(C)C(=O)Cc2ccccc2)[C@H](C)CN([C@@H](C)CO)C(=O)c2cc(NS(=O)(=O)c3cn(C)cn3)ccc2O1 | -1 | 2.8 | 0 | . | 13 | 5 | 6 | 5[16.7 µM]
CO[C@@H]1CN(C)C(=O)c2ccc(NC(=O)Nc3ccccc3F)cc2OC[C@@H](C)N(CCC(F)(F)F)C[C@H]1C | 2 | 5.3 | 0 | -11 | -6 | 9 | -21 | .
O=C(Nc1cnc2ccccc2c1)c1ccco1 | 0 | . | -6 | . | -3 | 3 | . | -2
CCN(CC)c1ccc(/C=N/NC(=O)C(O)c2ccccc2)cc1 (stereo not drawn) | 2 | -3.2 | -4 | -1 | -6 | 1 | 7 | -3
COc1ccc(N2CC(C(=O)N[C@H](C(=O)NC(C)c3ccccc3)C(C)C)CC2=O)cc1 (stereo partly drawn) | -3 | -0.6 | -3 | -37 | 4 | 1 | 2 | -5
CCOC(=O)C1CCCN(c2cc(=O)n(-c3ccccc3Cl)c(=O)[nH]2)C1 (stereo not drawn) | -8 | -0.2 | -2 | 0 | 2 | . | 1 | .
COc1ccc(NC(=O)N(C)C[C@@H]2Oc3c(NS(=O)(=O)c4cccs4)cccc3C(=O)N([C@H](C)CO)C[C@H]2C)cc1 | -2 | -0.2 | -3 | . | 9 | 6 | 10 | 16[16.7 µM]
CCCC(C)(C)C(=O)N1CCC1(C)C(=O)Nc1cccc(OC)c1 (stereo not drawn) | -7 | -3.8 | -3 | 0 | 9 | . | -2 | .
Cc1ccnc(NC(=O)C2CCC(CNc3c(N4CCCC4)c(=O)c3=O)CC2)c1 (stereo not drawn) | 1 | 2.6 | 1 | 9 | 7 | -1 | -4 | -4
CCn1c(C(C)NC(C)=O)nc2ccccc21 (stereo not drawn) | -2 | -5.7 | 5 | 8 | -2 | . | 13 | -3
CSc1ccc(/C=C/C(=O)OCC(=O)NC2CCCCCC2)cc1 | 14 | -2.6 | 3 | -13 | 3 | 7 | . | -2
O=C(Cc1ccccc1Cl)Nc1ccc(S(=O)(=O)Nc2nccs2)cc1 | 0 | -0.2 | -4 | -2 | 10 | . | 42 | .
O=C(Nc1cccc(Cl)c1)C1CCN(C(=O)c2cccs2)CC1 | -1 | -1.9 | 3 | 5 | -9 | -2 | -8 | -6
Nc1nnc(CCOc2ccc(Cl)cc2)s1 | 0 | -3.9 | 2 | . | 11 | 3 | -1 | .
COc1cccc(NC(=O)Nc2ccc3c(c2)C(=O)N(C)[C@H]2CC[C@@H](CC(=O)O)O[C@@H]2CO3)c1 | -5 | -0.3 | 0 | -13 | -3 | 2 | 0 | -25[16.7 µM]
CSc1nc(-c2ccc(Cl)cc2Cl)[nH]c(=O)c1C#N | 1 | . | -7 | . | 2 | -4 | -74 | -5
O=C(CC1C(=O)NCCN1CC1CCCCC1)NCc1ccc(F)cc1 (stereo not drawn) | -2 | 0.7 | -4 | -5 | 4 | . | -9 | -7
CN1CCN(C(=O)C[C@@H]2CC[C@@H](NC(=O)Nc3ccccc3F)[C@@H](CO)O2)CC1 | -1 | -2.2 | -2 | 23 | 2 | 9 | 16 | .
Cc1ccccc1N1CCN(C(=O)c2cc(C3CC3)nn2-c2ccccc2)CC1 | -3 | -0.1 | -2 | -2 | 9 | 2 | -30 | -3
CCc1cccc(NC(=O)CN(C)S(=O)(=O)c2cccc3cccnc23)c1 | 5 | -4.9 | 0 | 1 | . | 4 | -5 | 8
COC(=O)C1Cc2c([nH]c3ccccc23)C(C(C)C)N1 (stereo not drawn) | 0 | 1.1 | -4 | 12 | 8 | -12 | 15 | .
C[C@H]1CCCCO[C@@H](CN(C)CC2CCCCC2)[C@@H](C)CN([C@@H](C)CO)C(=O)c2cc(NC(=O)CCC(F)(F)F)ccc2O1 | -10 | -1.2 | 0 | . | . | -3 | 9 | -5[16.7 µM]
CCOc1ccc(-c2nc(CN3CCCCC3CCn3cccn3)c(C)o2)cc1 (stereo not drawn) | . | 1.9 | . | 0 | 2 | 11 | 8 | 3
S=C(Nc1ccccc1)N1CCc2ccccc21 | 2 | -1.7 | -1 | 1 | -6 | 1 | -2 | -1
O=C(COc1coc(CN2CCc3ccccc3C2)cc1=O)N1CCOCC1 | 1 | -0.9 | 4 | 0 | 8 | -1 | 6 | .
